Screens as filed in PubChem BioAssay.
ssDAF12 agonist: S. stercoralis DAF-12 nuclear receptor activators, primary screen, cell-based, luminescence, HEK293, GRIP1 co-expression, lit1-tk-luc. Nuclear hormone receptor DAF-12 (Strongyloides stercoralis). HEK293 ssDAF-12/GRIP1 lit1-tk-luc reporter; % of 3 µM dafachronic acid response. activation, % at 6.8 µM. 1% of 370,000 active;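 active = activation above the mean over all tested compounds plus 3 SD, cut at about 0.9% in these data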;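 also: 0% = DMSO-only wells and 100% = 3 µM delta7-dafachronic acid wells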
hgDAF-12 ag: H. glycines DAF-12 receptor agonists, primary screen, cell-based, luminescence, HEK293, GAL4 fusion, UAS-luciferase | Nuclear hormone receptor DAF-12 (Heterodera glycines), GAL4 fusion | AID 687014, 2013 | activation, % at 6.8 µM | 1.8% of 370,000 active | HEK293 GAL4-hgDAF12 UAS-luciferase reporter, agonist luminescence; normalized to butyrate control;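 active = activation above a cutoff set at the mean of all screened compounds plus 3 SD, cut at about 10% in these data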;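 also: 0% = DMSO wells and 100% = sodium butyrate wells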
HGIII-sPLA2 inh: human group III sPLA2 inhibitors, primary screen, biochemical, QFRET, BODIPY PC-A2 liposome substrate | QFRET BODIPY PC-A2 liposome hydrolysis, fluorescence | inhibition, % at 12.2 µM | 0.56% of 370,000 active;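 active = inhibition above mean plus 3 SD of compounds lying within the high and low control bounds, cut at about 19% in these data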;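 also: 0% = median of test compound wells and 100% = no enzyme DMSO wells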
hcDAF-12 act: H. contortus DAF-12 nuclear receptor activators, primary screen, cell-based, luminescence, HEK293, lit1-tk-luc reporter. 1.4% of 370,000 active. HEK293 hcDAF-12 lit1-tk-luc reporter; 0% DMSO, 100% Δ7-dafachronic acid. activation, % at 6.8 µM;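 active = activation above the mean of all tested compounds plus 3 SD, cut at about 5.5% in these data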;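 also: 100% = response to 3 µM Δ7-dafachronic acid high control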
SMARCA2 activ: SMARCA2 (BRM) function activators, primary screen, cell-based, luminescence, high throughput. MG213 cells, MMTV-luciferase reporter, dexamethasone, overnight. activation, % at 9.1 µM. 1% of 370,000 active. AID 652017, 2013; in the data active = activation above about 7.8%;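 also: 0% = vehicle wells and 100% = reference activator wells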
GC-A act: GC-A stimulated cGMP production enhancers – HEK293 GC-A cells, cGMP TR-FRET, EC30 ANP, primary screen; activation, % at 10 µM; 0% at EC30 ANP, 100% saturating ANP; Atrial natriuretic peptide receptor 1 (Homo sapiens), P16066; 0.14% of 370,000 active; in the data active = activation above about 40%
Target sequence (P16066 whole entry, looked up): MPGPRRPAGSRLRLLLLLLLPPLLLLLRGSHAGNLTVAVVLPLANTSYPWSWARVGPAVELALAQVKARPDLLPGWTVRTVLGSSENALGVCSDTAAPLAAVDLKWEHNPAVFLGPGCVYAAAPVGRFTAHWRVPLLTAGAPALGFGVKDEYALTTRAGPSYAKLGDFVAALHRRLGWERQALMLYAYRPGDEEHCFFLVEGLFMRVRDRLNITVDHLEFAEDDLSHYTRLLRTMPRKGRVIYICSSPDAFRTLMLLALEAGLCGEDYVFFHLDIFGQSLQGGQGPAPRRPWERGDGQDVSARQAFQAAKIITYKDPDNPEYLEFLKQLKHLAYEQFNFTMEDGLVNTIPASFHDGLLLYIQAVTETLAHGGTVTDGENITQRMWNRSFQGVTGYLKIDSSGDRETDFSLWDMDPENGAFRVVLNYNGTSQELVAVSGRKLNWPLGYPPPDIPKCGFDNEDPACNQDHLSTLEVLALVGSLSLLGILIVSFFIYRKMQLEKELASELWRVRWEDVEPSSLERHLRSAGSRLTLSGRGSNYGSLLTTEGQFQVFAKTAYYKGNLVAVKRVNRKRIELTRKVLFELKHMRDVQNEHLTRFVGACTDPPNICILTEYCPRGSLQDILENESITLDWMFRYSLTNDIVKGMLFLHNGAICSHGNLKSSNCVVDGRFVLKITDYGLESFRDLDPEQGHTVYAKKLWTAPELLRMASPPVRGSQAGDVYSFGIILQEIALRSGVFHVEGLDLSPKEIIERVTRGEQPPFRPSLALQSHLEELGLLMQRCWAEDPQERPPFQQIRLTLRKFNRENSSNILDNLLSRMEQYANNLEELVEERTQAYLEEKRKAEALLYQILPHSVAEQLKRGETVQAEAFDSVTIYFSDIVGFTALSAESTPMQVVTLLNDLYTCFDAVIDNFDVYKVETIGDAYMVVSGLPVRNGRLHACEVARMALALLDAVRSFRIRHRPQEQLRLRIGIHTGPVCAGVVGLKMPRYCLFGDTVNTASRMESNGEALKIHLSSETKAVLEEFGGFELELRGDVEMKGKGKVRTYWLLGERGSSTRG
DAX1 inh-1: DAX1 (NR0B1) inhibitors on StAR promoter, primary screen, cell-based, luminescence, SF-1 (NR5A1), full-length DAX-1; inhibition, % at 6.8 µM; 1.1% of 370,000 active; HEK293T StAR-luciferase reporter, SF-1/DAX-1 repression relief; AID 652010, 2013;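 active = inhibition above the mean over all tested compounds plus 3 SD, cut at about 3.6% in these data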;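 also: 0% = DAX-1 cells with DMSO and 100% = cells lacking DAX-1 with DMSO; higher inhibition means more luminescence from relief of DAX-1 repression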
FXN GAA850 act: FXN promoter activators, primary screen, cell-based, luciferase luminescence, HEK293 lucGAA850 | HEK293 lucGAA850 FXN promoter luciferase reporter, 24 h; percent of 10 µM SAHA response | activation, % at 6 µM | 0.56% of 360,000 active;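 active = activation above the average of all compounds screened plus 3 SD, cutoff fixed separately per campaign, cut at about 7.5% in these data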;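 also: 0% = DMSO wells and 100% = 10 µM SAHA wells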
KLK7 zymogen act: proKLK7 zymogen activators, primary screen, biochemical, fluorescence intensity; activation, % at 7 µM; 0.9% of 370,000 active; purified proKLK7, EDANS-DABCYL substrate fluorescence; 100% is mature enzyme control, 0% vehicle; Kallikrein-7 (Homo sapiens), P49862;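 active = activation above the mean of all tested compounds plus 3 SD, computed per campaign excluding outliers beyond control limits, cut at about 13% in these data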
GC-B act: human GC-B receptor activators, primary screen, HEK293 GC-B cells, cGMP TR-FRET, EC30 CNP; Atrial natriuretic peptide receptor 2 (Homo sapiens), P20594; 0% at EC30 CNP, 100% saturating CNP; activation, % at 10 µM; 0.11% of 370,000 active; AID 1920062, 2024;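 active = activation at 10 µM reaching about 35% in either raw or pattern-adjusted values, limit read from the data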
DAX1 inh-2: DAX1 (NR0B1) inhibitors, primary screen, cell-based, HEK293, Gal4-DAX1, luciferase luminescence; inhibition, % at 6.75 µM; HEK293 Gal4-DAX1 luciferase reporter; 0.99% of 340,000 active; AID 504766, 2011; Nuclear receptor subfamily 0 group B member 1 (Homo sapiens), P51843;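 active = inhibition above the mean over all tested compounds plus 3 SD, cut at about 4.2% in these data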;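 also: 0% = DAX1-transfected cells with DMSO and 100% = empty-vector control cells with DMSO; inhibition shows as a rise in luminescence from relieved DAX1 repression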
An asterisk follows results filed as active; / = not tested or not shown.

SMILES | ssDAF12 agonist | hgDAF-12 ag | HGIII-sPLA2 inh | hcDAF-12 act | SMARCA2 activ | GC-A act | DAX1 inh-1 | FXN GAA850 act | KLK7 zymogen act | GC-B act | DAX1 inh-2
On1c(-c2ccccc2Cl)nc2ccccc21 | -1.2 | -1.1 | 2 | -0.2 | 2 | 7 | -0.4 | 1.8 | 0.1 | -1 | 0.9
CCOC(=O)[C@@]12CCC3=C1N(CCC3)C(=O)[C@H](CC(=O)N1CCSCC1)C2 | -1.2 | 2.2 | 5 | -1.8 | 1 | 0 | -0.2 | / | 0.0 | 1 | /
Cc1ccc2nc(NC(=O)CSc3nncc(=O)n3N)sc2c1 | -0.7 | 4.5 | -5 | 3.7 | -1 | 4 | -0.1 | 0.7 | -0.2 | 2 | -1.5
CCOC1=C2[C@@H](CN(S(=O)(=O)c3ccc(C)cc3)[C@H]2c2ccccc2Cl)[C@H]2C(=O)NC(=O)[C@H]2C1 | -1.1 | -1.0 | -62 | -1.5 | -3 | -4 | 0.9 | / | 1.3 | -6 | /
COc1ccc(OC)c(NC(=O)c2cccc(S(=O)(=O)N3CCN(C(C)=O)CC3)c2)c1 | -1.4 | -0.4 | -1 | 0.2 | -1 | 1 | 0.0 | -0.4 | 0.2 | 3 | -0.1
COC(=O)Nc1cc(C(F)(F)F)ccc1N1CCN(c2ccccc2)CC1 | -0.6 | -1.8 | 7 | -0.6 | 4 | 5 | 0.6 | 0.4 | -0.8 | -3 | 1.9
C/C(=N/OC(=O)c1cccc(Cl)c1)c1nccs1 | -1.0 | 6.0 | 2 | -0.2 | -3 | 0 | 0.6 | -0.3 | 0.1 | 0 | -1.5
OCc1ncc(-c2ccccc2)s1 | -0.4 | 3.2 | 2 | 3.4 | 1 | 6 | 1.0 | 3.1 | 0.1 | 3 | 0.3
O=C(O)CCC(=O)Nc1ccccc1N1CCOCC1 | -1.2 | -0.8 | 17 | 0.1 | -1 | -1 | 0.5 | -0.9 | 0.0 | 1 | -0.5
O=C(Nc1ccc(Cl)cc1)c1sccc1-n1cccc1 | -0.9 | 4.5 | -10 | 2.7 | 2 | -3 | -1.1 | 2.7 | -0.7 | 6 | 0.4
CCN(CC)S(=O)(=O)c1cccc(-c2nnc(SCCOc3ccc(Cl)cc3)o2)c1 | -1.4 | 0.3 | -3 | -2.0 | -1 | -1 | 0.0 | -1.4 | 0.4 | -9 | 0.6
COC(=O)C1=C(C)N(CC(C)C)C(=S)NC1c1ccc(Cl)cc1 (stereo unspecified) | -0.9 | -0.6 | 14 | 0.9 | -5 | -15 | -1.0 | / | -0.2 | -19 | /
CCCS(=O)(=O)c1c(S(=O)(=O)CCC)c2cnccn2c1C(=O)c1ccc(OC)cc1 | -0.2 | -0.2 | -1 | -0.3 | 1 | 1 | 0.0 | 1.8 | 0.5 | 5 | -0.7
Cc1[nH]c2ccccc2c1-c1nc2ccccc2[nH]c1=O | 0.7 | 5.5 | -6 | 2.2 | -2 | 3 | 0.1 | 2.8 | -1.0 | 2 | 1.2
Cc1ccccc1NC(=O)CSc1nnc(C2CC2)n1CC1CCCO1 (stereo unspecified) | -0.9 | 0.1 | -2 | -2.0 | -1 | 1 | -0.1 | 0.6 | 0.5 | 3 | 1.4
COc1ccc(/C=C/C(=O)Nn2cnnc2)cc1 | -1.5 | -0.5 | 6 | 2.0 | -3 | 1 | -0.5 | 3.4 | 0.6 | 5 | 1.5
C=CCOc1ccc(/C=C(\C#N)C(=O)Nc2ccccn2)cc1OC | -0.9 | -1.3 | -3 | -0.9 | 3 | 0 | -0.2 | 0.7 | 0.5 | -1 | 4.7*
CN1CCN(S(=O)(=O)c2ccc(NC(=O)c3ccc(Br)s3)cc2)CC1 | -0.5 | 1.8 | -28 | -1.1 | 4 | -14 | -0.9 | -0.1 | 0.0 | -3 | -0.1
COC(=O)C1=C(C)NC(=O)NC1c1cn(-c2ccccc2)nc1-c1cccs1 (stereo unspecified) | -1.1 | 0.0 | 3 | 0.1 | 1 | -11 | -0.6 | 0.8 | -0.6 | -8 | -0.5
Cc1ccc2c(c1)NCC(C(=O)NC1CCC(C)CC1)O2 (stereo unspecified) | -0.3 | 2.0 | 11 | -2.2 | -2 | 10 | 1.6 | 2.8 | 0.5 | 1 | 0.5
Cc1ccc(Nc2nc(C(=O)N3CCC(C(=O)N4CCN(C)CC4)CC3)cs2)cc1 | -0.1 | 2.6 | -1 | -1.3 | 6 | -4 | -0.6 | 0.5 | -0.2 | 0 | 1.7
C=Cc1ccc2c(c1)N(C)C(=C)S2 | -0.3 | -0.8 | -8 | -1.7 | 1 | 9 | 0.4 | 0.9 | 1.1 | 9 | 0.0
CCC(C)(C)C1CCC2(CC1)NC(CO)(CO)CO2 (stereo unspecified) | -1.1 | 0.0 | 2 | -0.5 | 3 | 4 | 0.6 | 3.6 | 0.1 | 6 | -0.6
CCc1ccc(C(=O)NNC(=O)c2n[nH]c(=O)c3ccccc23)cc1 | -1.0 | -0.4 | -8 | -2.1 | -2 | -1 | 1.4 | 0.8 | 0.0 | -2 | -0.5
CC(C)OCCCNc1ncnc2c1cnn2-c1ccccc1 | 0.3 | 12* | 1 | 4.6 | 6 | 0 | 3.2 | 0.7 | 0.9 | -3 | -0.7
Cc1cccn2c(=O)c(/C=C(\C#N)S(=O)(=O)c3ccccc3)c(Oc3ccc(Cl)cc3)nc12 | -1.4 | 1.2 | 1 | -0.7 | 6 | -2 | 0.2 | 3.1 | 1.3 | -4 | 0.3
O=C(Nc1ccc(N2CCOCC2)nc1)c1ccccc1Cl | -0.9 | 2.8 | 3 | 0.1 | 9.6* | 3 | 0.7 | 4.6 | -0.4 | 2 | 3.0
COc1ccccc1/C=N/N1CCN(Cc2ccccc2Cl)CC1 | -0.6 | 3.8 | 15 | -0.2 | -3 | 3 | -0.7 | 1.3 | -0.5 | 6 | 2.5
CCOC(=O)CN(C(=O)CSc1nnc(C)n1-c1ccccc1)c1cccc([N+](=O)[O-])c1 | -1.2 | -0.7 | -3 | -2.1 | -1 | -5 | -0.3 | 1.6 | 0.1 | -3 | 0.8
O=C(CNS(=O)(=O)c1cccc(Cl)c1)OCc1csc(-c2ccccc2)n1 | 0.6 | 0.6 | -15 | -0.3 | -1 | -1 | 0.4 | 2.5 | 0.1 | -1 | 0.0
O=C(NCc1cccnc1)NC1CCCN1S(=O)(=O)c1ccc(Cl)cc1 (stereo unspecified) | -0.9 | 1.2 | -2 | -1.9 | 0 | -1 | -0.7 | 1.3 | 0.8 | 1 | -1.5
Fc1ccccc1N1CCN(C2CCCN(Cc3cccc(C(F)(F)F)c3)C2)CC1 (stereo unspecified) | -0.5 | 0.5 | -2 | -0.7 | 0 | 2 | -0.1 | 1.1 | -0.6 | -3 | 0.8
CC(=O)OCC(=O)[C@@]1(O)CC[C@H]2[C@@H]3CCC4=CC(=O)CC[C@]4(C)[C@H]3C(=O)C[C@@]21C | -1.3 | 1.2 | 1 | -1.6 | 3 | 3 | 1.0 | -0.5 | 0.3 | 0 | 1.1
COCCSc1ccccc1C(=O)NCCCn1ccnc1 | -2.0 | 0.8 | 3 | 0.8 | -2 | 2 | 0.2 | 0.6 | -0.2 | 2 | -0.7
COc1ccc(S(=O)(=O)NCCCN2CCCC2=O)c(OC)c1 | -0.9 | -0.6 | 0 | -1.0 | -1 | 0 | -0.9 | 1.4 | 0.2 | -4 | 0.8
Cc1ccc2oc(C(=O)N(C)Cc3cnccn3)c(C)c2c1 | -0.7 | 3.2 | -2 | 0.2 | 1 | 1 | 0.2 | 1.9 | -0.3 | -1 | 1.3
O=C(NCC1CCCO1)C(c1cccs1)N(C(=O)Cn1nnc(-c2cccs2)n1)C1CCCC1 (stereo unspecified) | -1.3 | -2.5 | 0 | -1.0 | 3 | 4 | -0.2 | 2.7 | -0.1 | 10 | 0.1
COc1ccc(OCC(O)CN(C)C(=O)C(C)Oc2ccccc2)cc1 (stereo unspecified) | -0.6 | 1.8 | -3 | -1.9 | 1 | -1 | -0.7 | -0.1 | 0.6 | 2 | 0.3
CC(C)CCOc1cccc(OCC(=O)O)c1 | 0.2 | -0.4 | 10 | -0.3 | -3 | -3 | -0.2 | 0.0 | 0.0 | 2 | 2.3
CN(C(=O)N1CCN(c2ccccn2)CC1)c1ccccc1 | 0.0 | -1.5 | -6 | -0.6 | 0 | -3 | -0.3 | 0.9 | -0.2 | 1 | -0.1
CN(C)Cc1ccccc1Sc1cccc2ccccc12 | -1.0 | -1.4 | 8 | -0.6 | -2 | -12 | -0.7 | 0.8 | -0.1 | -13 | -1.3
COc1ccccc1NC(=O)c1ccc(NS(=O)(=O)c2ccc(F)c(Cl)c2)cc1 | -0.9 | -1.4 | -54 | 1.4 | -2 | -2 | 0.2 | 2.0 | 0.0 | -2 | -0.3
O=C1CCCc2oc3ccc(O)cc3c21 | -0.5 | -1.2 | 6 | -1.1 | 2 | -2 | -0.7 | 0.5 | -0.2 | 1 | 0.2
O=C(NN=C1CCCC1)C(=O)Nc1cccc(C(F)(F)F)c1 | -0.9 | 1.1 | -1 | 1.7 | 2 | 2 | 0.6 | -0.9 | -0.7 | 5 | -0.4
Cc1cccc(N(C(=O)c2snc(C(N)=O)c2N)C(C(=O)NC2CCCC2)c2ccncc2)c1 (stereo unspecified) | -0.5 | -0.3 | -1 | -0.1 | 1 | -7 | 0.2 | 0.2 | 2.0 | -8 | 1.8
Cc1ccc(C(=O)C2CCN(CC(=O)N3CCN(c4ccc(F)cc4)CC3)CC2)cc1 | -1.5 | -0.2 | -5 | -1.4 | 0 | 1 | -0.1 | -0.3 | 0.3 | 0 | 0.7

2 entries drawn at random from the list so far, as already listed:
SMILES | ssDAF12 agonist | hgDAF-12 ag | HGIII-sPLA2 inh | hcDAF-12 act | SMARCA2 activ | GC-A act | DAX1 inh-1 | FXN GAA850 act | KLK7 zymogen act | GC-B act | DAX1 inh-2
CC(C)OCCCNc1ncnc2c1cnn2-c1ccccc1 | 0.3 | 12* | 1 | 4.6 | 6 | 0 | 3.2 | 0.7 | 0.9 | -3 | -0.7
COC(=O)Nc1cc(C(F)(F)F)ccc1N1CCN(c2ccccc2)CC1 | -0.6 | -1.8 | 7 | -0.6 | 4 | 5 | 0.6 | 0.4 | -0.8 | -3 | 1.9
